Cardiac RTF inh – cardiac RTF calcium desensitization; IANBD-labeled cardiac RTF, Ca2+ fluorescence; AID 493244; hit rate 0.12% among 340,000; P19429+P45379; inhibition, % at 7.15 µM;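 active = inhibition above the mean inhibition of all tested compounds plus 3 SD, cut at about 17% in these data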;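 also: assay run at fixed EC70 calcium of 1.6 mM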
LANA DNA inh – blocks KSHV LANA C-terminal domain binding to DNA. MBP-C-LANA/FAM-LBS DNA binding, fluorescence polarization. inhibition, % at 9 µM. hit rate 0.078% among 340,000. AID 504423;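 active = highest replicate inhibition at or above 60% at 9 µM, even if other replicates fall short; inactive = all replicates below 60% inhibition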;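 also: 0% = neutral control wells and 100% = 4 µM acridine orange control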
OPRM1-OPRD1 ag – agonists of human mu-delta opioid receptor heterodimerization; P35372+P41143; cells, OPRM1-OPRD1 heterodimerization, luminescence; hit rate 0.3% among 340,000; activation, % at 9.3 µM; in the data active = activation above about 18%;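 also: 0% = vehicle-treated cells and 100% = reference agonist; values of inactives mirror those of a sister screen read the other way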
Wnt bcat act – activates Wnt/beta-catenin signaling in a reporter cell assay; activation, % at 9.35 µM; hit rate 1.2% among 300,000; activator, plate reader; AID 743398; in the data active = activation above about 30%, passing the limit was not always enough;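 also: 0% = neutral control wells and 100% = positive control wells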
Arrestin-AP2 inh – inhibitors of human beta-arrestin and AP2 interaction | inhibition, % at 10 µM | hit rate 0.31% among 340,000 | AID 504490 | FITC-arrestin peptide / GST-AP2 beads, flow cytometry; AP2 beta2 appendage carries R879A mutation;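 active = inhibition above a set limit, near 3 SD of compounds lacking own fluorescence, cut at about 54% in these data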;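 also: plate controls were DMSO wells for no effect and 5 µM unlabelled arrestin peptide for full effect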
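System: GST-AP2 R879A glutathione beads | Also added: FITC-arrestin peptide, 50 nM | Times: 12 min plus 1 h, RT | Signal: Bead flow cytometry, FITC channel | Buffer or medium: PBS with 0.05% Tween 20 and 0.1% BSA | Read-out basis: Percent drop in bead-associated FITC signal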
Pemphigus Ab inh – human desmoglein-3 autoantibody binding inhibition. hit rate 0.48% among 310,000. AID 588358. DSG3-coupled beads, scFv-anti-DSG3-GFP binding, flow cytometry; stronger effect = lower value. binding (percent of control), % at 10 µM;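 active = binding more than 3 SD below its plate's average and above zero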;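 also: hits lower antibody fragment binding to DSG3; some compounds called inactive have numbers as strong as hits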
Keap1-Nrf2 PPI – disrupts human Keap1 binding to Nrf2 peptide | Keap1 Kelch-Nrf2 peptide fluorescence polarization, 1536-well | inhibition, % at 9.4 µM | Q14145 | hit rate 0.15% among 340,000; in the data active = inhibition above about 12%;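 also: human Keap1 Kelch domain with fluorescein labeled Nrf2 9mer peptide probe; 0% = neutral control wells and 100% = peptide positive control; higher means more block of Keap1 binding to Nrf2 peptide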
Target sequence (Q14145 whole entry, looked up, the tested form may be a part): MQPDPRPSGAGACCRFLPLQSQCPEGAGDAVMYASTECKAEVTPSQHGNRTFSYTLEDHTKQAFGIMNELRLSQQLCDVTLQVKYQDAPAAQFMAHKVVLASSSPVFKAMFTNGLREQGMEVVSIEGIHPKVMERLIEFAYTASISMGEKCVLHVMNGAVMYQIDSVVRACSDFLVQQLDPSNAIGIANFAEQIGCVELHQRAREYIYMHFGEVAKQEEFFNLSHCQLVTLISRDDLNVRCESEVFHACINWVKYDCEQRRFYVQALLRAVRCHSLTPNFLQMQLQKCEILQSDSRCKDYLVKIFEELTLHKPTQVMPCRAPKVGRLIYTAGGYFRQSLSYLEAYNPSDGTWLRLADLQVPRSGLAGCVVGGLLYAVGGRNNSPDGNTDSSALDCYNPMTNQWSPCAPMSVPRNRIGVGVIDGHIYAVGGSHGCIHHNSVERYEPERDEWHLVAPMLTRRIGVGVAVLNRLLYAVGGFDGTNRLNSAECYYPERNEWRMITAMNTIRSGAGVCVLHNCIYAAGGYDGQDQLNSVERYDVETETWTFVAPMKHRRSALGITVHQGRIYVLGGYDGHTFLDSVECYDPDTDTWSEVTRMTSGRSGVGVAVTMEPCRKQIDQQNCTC
V-ATPase pHluor – regulators of yeast V-ATPase proton transport. S. cerevisiae, pHLuorin cytosolic pH fluorescence. response, % at 10 µM. hit rate 0.37% among 350,000; in the data active = response mostly above about 7.3%, no sharp cut-off; inactive = mostly below about 5.4%; also: actives read high; inactives centre near 0; some compounds called inactive have numbers as strong as hits; reference of the scale not given here
cardiac RTF act – increases calcium sensitivity of human cardiac regulated thin filaments | IANBD-labeled TnC RTF fluorescence at EC20 calcium; 0% EC20 calcium, 100% full calcium | activation, % at 7.2 µM | hit rate 0.24% among 340,000 | AID 493008;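 active = activation above the mean over all tested compounds plus 3 SD, cut at about 30% in these data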;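 also: rise in fluorescence read as greater calcium sensitivity of cardiac thin filaments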
MOR-DOR inv ag – inverse agonist of human OPRM1-OPRD1 heterodimerization; P35372+P41143; cell-based MOR-DOR heterodimer luminescence, inverse agonism; inhibition, % at 9.3 µM; AID 504357; hit rate 0.21% among 340,000; in the data active = inhibition above about 22%, passing the limit was not always enough;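 also: 0% = cells with DMSO and 100% = wells without cells with DMSO; values of inactives mirror those of a sister screen read the other way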
Starred values were filed as active, the others as inactive; x = not tested or not shown. Compounds as they come; about 3.1% have a hit in one of these screens.

Screens in order – LANA DNA inh, cardiac RTF act, Keap1-Nrf2 PPI, Pemphigus Ab inh, Cardiac RTF inh, Arrestin-AP2 inh, OPRM1-OPRD1 ag, Wnt bcat act, MOR-DOR inv ag, V-ATPase pHluor
COc1cccc(=O)c2c(C)n(-c3ccc(C(=O)O)cc3)c(C)c12
→ 27, 8, -6, 122, -12, 1, 2.5, 0, -13, 2
CCN(CC(=O)NCc1cccs1)C(=O)c1ccc(S(=O)(=O)Nc2ccccc2Cl)cc1
→ -1.5, 0, -1, 94, 1, 9, -3.0, 5, 12, -1
CC1CCCN(C(=O)COC(=O)CNC(=O)c2ccc(Br)cc2)C1 (centres undefined)
→ -0.1, 3, -8, 106, -6, 0, 0.2, 1, -1, 3
O=C(Cn1c(C(F)(F)F)nc2ccccc21)Nc1ccccc1C(=O)O
→ 1.0, 3, -4, 106, -5, 3, x, -1, x, 1
CN(CC(=O)Nc1cccc(F)c1)CC(=O)Nc1cccc(S(=O)(=O)N2CCCCC2)c1
→ -1.1, 0, -2, 102, -5, 21, -2.0, -2, 8, -2
C=CCC1(CC=C)CCCN1C(=O)c1cc(COc2ccc(F)c(F)c2)on1
→ 0.5, -3, 0, 100, 1, 27, 3.1, -2, -17, -1
CC(C)N1C(=O)/C(=C\c2nc3ccccc3c(=O)[nH]2)c2ccccc21
→ 0.1, -5, 4, x, 3, -1, -1.6, -8, 8, -1
CCCNC(=O)C(Cc1ccccc1F)NC(=O)c1ccc(C#N)cc1 (centres undefined)
→ 1.7, 5, -4, 104, -3, 5, -3.0, 0, 17, 2
COc1cc(S(=O)(=O)NCc2ccc(F)cc2)ccc1-n1cnnn1
→ 1.7, -2, 2, 112, -14, -15, -2.1, 1, 11, -2
CCOC(=O)N1CCC(NC(=O)C2CCN(C(=O)c3cc4oc(C)cc4n3Cc3c(F)cccc3Cl)CC2)CC1
→ 0.2, 3, -1, 102, 4, 1, 0.9, 1, -6, 2
O=C(N/N=C/C=C/c1ccccc1)c1ccccc1Br
→ -0.5, -3, 0, 111, 3, -3, -2.1, 17, 11, 2
Cc1cc2ncn(S(=O)(=O)c3ccc(S(=O)(=O)N4CCCCCC4)cc3)c2cc1C
→ -0.2, 8, 7, 129, -9, -13, -0.4, x, 2, 0
O=C(NCc1cc(C(F)(F)F)ccc1Cl)c1cccc2c1C(=O)c1ccc(N3CCOCC3)cc1S2(=O)=O
→ 3.9, -2, -5, 104, 7, 31, -3.9, -20, 18, 1
O=C(O)c1cn(Cc2ccccn2)c(=O)c2ccccc12
→ -0.1, -8, 1, 85, 0, -6, -0.3, -2, 2, -1
CC1=Nc2ccccc2/C1=C\c1sc(Nc2ccc(C)cc2)nc1O
→ 1.3, 1, -9, x, 5, -3, -1.8, -7, 9, 7
COc1ccc(NC(=O)/C(=C\c2ccc3c(c2)OCO3)NC(C)=O)cc1
→ -0.7, 0, 0, 95, 5, 36, -2.4, 47*, 14, -3
CCOC(=O)c1cc2c(C)n(-c3ccc(OCC)cc3)c(C)c2cc(C(=O)OCC)c1=O
→ 0.4, 4, -6, 94, -8, 1, 0.6, 1, -3, 1
Cc1c(Cl)cccc1NC(=O)CCC(=O)NNC(=O)c1ccccc1Cl
→ -1.1, 2, -1, 101, 2, 7, 1.0, x, -5, 0
COc1cc(/C=N/OCC(=O)Nc2ccc(OC(F)F)cc2)ccc1OCc1ccccc1
→ -0.2, 5, -1, 119, -4, -8, 4.6, x, -24, 0
CCn1cc(Br)c(C(=O)Nc2ccccc2C(=O)OC)n1
→ 0.2, 5, -4, 83, 6, 2, -1.2, -2, 8, -4
CC12CCC(C(=O)N(CSC(=S)N/N=C\c3ccccc3)C1=O)C2(C)C (centres undefined)
→ -0.5, 1, 2, 96, 2, 6, 0.7, 2, -4, -4
O=C(c1ccco1)N1CCN(c2ncnc3c2nnn3Cc2ccccc2Cl)CC1
→ -2.4, 7, -3, 108, 2, 7, 5.5, x, -32, 10*
CC1=CC(=O)C=C(C)C1=NOS(=O)(=O)c1ccccc1
→ 3.0, -3, -2, x, -8, 5, 11, 17, -49, 4
COc1cccc(C2C(C(=O)c3cccs3)=C(O)C(=O)N2CCN2CCOCC2)c1OC (centres undefined)
→ 0.4, 0, 2, 97, -8, 13, -2.4, 0, 11, 1
O=C(COC(=O)Cc1c(F)cccc1Cl)NNC(=O)c1ccccc1
→ 4.4, 3, -1, x, -5, -2, -2.2, -2, 9, 3
C/C(=N\Nc1ccc2nncn2n1)c1ccc(Br)s1
→ 5.3, -3, -4, 103, 5, 6, -0.1, 1, 0, 1
COc1cccc(OC)c1C(=O)Nc1nc(-c2ccccc2)cs1
→ 0.8, 1, -7, 113, 0, -24, -2.3, 1, 12, -6
c1ccc(OCCn2cnc3ccccc32)cc1
→ -0.8, -2, 1, 126, -8, -2, -1.1, x, 7, -4
C/C(=N\N1C(=O)CSC1=S)c1ccc(Br)cc1
→ -0.6, 3, -3, 98, -2, -7, -0.1, -1, 1, 3
CCCN1CCN(C(=S)NCc2ccc(Cl)cc2)CC1
→ -1.0, 4, -4, 101, -16, -16, -2.1, 0, 10, -2
COc1ccc(NC(=O)Nc2ccc3c(c2)C(=O)N([C@@H](C)CO)C[C@@H](C)[C@@H](CN(C)S(=O)(=O)c2cn(C)cn2)O3)cc1
→ -0.6, -2, 1, 102, 3, 0, -1.3, -2, 6, 2
O=C(CC1CCCCC1)NCc1cn2ccsc2n1
→ -0.3, 9, -2, 105, -7, 1, -0.8, x, 4, 0
O=C(COc1ccc2c3c(c(=O)oc2c1)CCC3)NCc1ccncc1
→ -2.7, 0, 4, x, -2, 33, 0.1, -4, -1, -1
Cc1cccc(N2CC(C(=O)Nc3ccc(S(=O)(=O)N4CCOCC4)cc3)CC2=O)c1 (centres undefined)
→ -0.6, 4, 4, 106, -7, -12, -1.6, -1, 8, -4
COc1ccc(C2=NOC(Cn3nc(C(=O)NCc4ccco4)cc3-c3ccccc3)C2)cc1 (centres undefined)
→ -1.0, -1, -5, 108, -13, 3, -1.1, -4, 6, 2
CC(C)Oc1ccc(/C(O)=C2/C(=O)C(=O)N(Cc3cccnc3)C2c2ccco2)cc1 (centres undefined)
→ -0.4, -7, 0, 95, -7, 30, 1.4, x, -7, -1
CC1C(c2ccccc2)N(C)CCC12NC(=O)NC2=O (centres undefined)
→ -1.3, -7, -3, 102, 0, 14, 0.3, x, -2, 2
CCCn1c(=O)n(C)c(=O)c2c(SCC(=O)Nc3cc(C)on3)nc(C(C)(C)C)nc21
→ 0.0, 4, -1, 100, -5, 21, 4.9, -1, -20, -3
Cc1ccc(N=Nc2ccc(O)c(P(=O)(c3ccccc3)c3ccccc3)c2)cc1
→ -0.2, -4, -4, 94, -9, -9, -2.5, 2, 13, 2
O=C(/C=C/c1ccc2ccccc2n1)N1CCN(S(=O)(=O)c2ccccc2F)CC1
→ -0.4, -4, -3, 94, -3, -11, -1.7, -7, 8, 2
COC(=O)c1cc(C)sc1NC(=S)N1CCN(CCc2ccccc2)CC1
→ -1.2, -3, -2, 117, 12, -20, -1.9, -1, 9, 1
Cc1ccc(NC2CC(=O)N(Cc3ccccc3)C2=O)cc1 (centres undefined)
→ 0.8, -4, -1, 100, -11, 19, 1.7, x, -9, 0
CCCCCCCNC(=O)C1(CC2CC(c3cccc(Br)c3)=NO2)CCNCC1 (centres undefined)
→ -0.8, -2, -1, 103, -5, 13, 8.0, -23, -46, 1
COc1ccc(C2C3=C(CCCC3=O)Nc3nc(C(F)(F)F)nn32)cc1OC (centres undefined)
→ 1.9, 2, -4, 97, -1, 3, -1.6, x, 10, -3
CCCCCn1c(SCC(=O)c2ccccc2)nc2cc(C(=O)NCC3CCCO3)ccc2c1=O (centres undefined)
→ -1.7, -1, -7, 103, -10, 5, 1.1, -6, -6, 2
COc1ccccc1OCCNc1ccc(S(=O)(=O)N2CCCC2)cn1
→ 0.0, 4, 1, 102, -13, -7, -1.8, -1, 12, -2
CCC(C)N(C(=O)CSc1nc(-c2cccs2)nc2ccccc12)C1CCS(=O)(=O)C1 (centres undefined)
→ 0.9, 2, 0, 97, -4, 8, -0.9, -3, 4, 0
CC(C)N1CCC(N2CCN(Cc3cnc(-c4ccccc4)s3)CC2CCO)CC1 (centres undefined)
→ -0.6, -3, 3, 98, 3, 2, -0.9, -1, 5, 3
COc1cc(OC)c2ccc(=O)oc2c1
→ 1.1, -2, 0, 101, -4, -3, -2.3, -1, 11, -4
COc1cc(C(=O)OC(C)CN2CCCCC2)cc(OC)c1OC (centres undefined)
→ -1.3, 2, -3, 106, -2, 33, -0.6, -3, 3, -1
O=C(NCc1ccccc1)C(=O)Nc1nc(-c2ccccc2)cs1
→ -1.3, 0, -3, 113, 2, 35, 2.1, -1, -10, 1
N/C(=N\OC(=O)c1cccs1)c1ccccc1
→ 0.1, -3, -4, 95, -18, 20, 4.9, 14, -35, -3
CCC(C)(C)n1nnnc1C(c1ccc(C)cc1)N1CCSCC1 (centres undefined)
→ 0.1, -2, -2, 122, 1, 1, -3.1, x, 17, 1
CCCCCCc1cc2cc(/C(N)=N/NC(=O)c3ccncc3)c(=O)oc2cc1O
→ -0.4, 11, -1, 110, -4, 4, -2.3, -3, 12, -3
CCn1cc(C(=O)NCC(C)C)c(=O)c2cc(F)c(N3CCN(C(=O)c4ccco4)CC3)cc21
→ -1.4, 1, 1, x, -14, 17, -0.2, -1, 2, -99
COC(=O)C1=C(C)OC(N)=C(C#N)C1c1c(C)nn(C)c1C (centres undefined)
→ 1.1, -3, 6, 82, -3, -4, -2.5, 0, 13, 2
